Assay outcomes deposited in PubChem BioAssay by several laboratories.
HIF-2a block: blocks HIF-2a reporter activity; AID 624352; actives 0.72% (n = 360,000); inhibition, % at 18.8 µM; 786-0 RCC cells HIF-2a reporter, luciferase luminescence, overnight;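 active = inhibition of the luminescence signal of 40% or more relative to plate controls, in a single-dose primary screen at 18.75 µM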
TRPM1 prom inh: inhibitors of MITF-driven TRPM1 promoter in melanoma cells; SK-MEL-5 TRPM1 promoter luciferase, 24 h; inhibition, % at 12.5 µM; actives 0.83% (n = 330,000);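 active = mean inhibition across replicates of 60% or more, whatever share of single replicates reaches that level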; also: values of inactives mirror those of a sister screen read the other way
NR2E3 ag-1: activates human NR2E3 receptor; CHO-S Gal4-NCOR/VP16-NR2E3 two-hybrid, luciferase; inhibition of corepressor binding, % at 3.98 µM; actives 0.35% (n = 360,000); AID 602229;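 active = inhibition above the mean of all tested compounds plus 3 SD, cut at about 70% in these data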;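 also: 0% = DMSO with NR2E3 transfected cells and 100% = cells lacking NR2E3 construct; higher means lower luciferase signal from less NR2E3 corepressor binding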
Target sequence (Q9Y5X4 whole entry, looked up, the tested form may be a part): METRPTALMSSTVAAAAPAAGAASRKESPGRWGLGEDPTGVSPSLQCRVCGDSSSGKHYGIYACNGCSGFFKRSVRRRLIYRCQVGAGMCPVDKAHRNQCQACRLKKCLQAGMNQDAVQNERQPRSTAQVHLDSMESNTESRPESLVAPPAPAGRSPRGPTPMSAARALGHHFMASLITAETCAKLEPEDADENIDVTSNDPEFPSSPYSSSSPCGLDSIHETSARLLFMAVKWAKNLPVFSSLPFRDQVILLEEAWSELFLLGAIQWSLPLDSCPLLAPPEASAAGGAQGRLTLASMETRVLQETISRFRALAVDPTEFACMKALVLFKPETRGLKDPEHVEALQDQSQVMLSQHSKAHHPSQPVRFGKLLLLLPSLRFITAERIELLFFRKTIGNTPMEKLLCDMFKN
Vif imaging: HIV Vif inhibition; HEK293T cells, Vif self-association by quenched fluorescence, imaging, 24 h; inhibition, % at 7.49 µM; actives 0.35% (n = 340,000); AID 602346; in the data active = inhibition above about 50%, passing the limit was not always enough; also: some results filed as inactive read as strong as hits
Exocytosis inh: lytic granule exocytosis inhibition; TALL-104 LAMP-1 surface exposure, flow cytometry; cells stimulated with thapsigargin and PMA; inhibition, % at 10 µM; actives 0.66% (n = 360,000); AID 651702;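 active = inhibition above about 55%, limit read from the data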
NR2E3 ag-2: activates human photoreceptor nuclear receptor NR2E3. inhibition of corepressor binding, % at 4.78 µM. GST-NR2E3/biotin-RetCOR TR-FRET, 1536-well. Q9Y5X4. actives 0.12% (n = 320,000). AID 2300;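 active = percent inhibition above the cutoff of mean plus 3 SD of all tested compounds, set per screening campaign, cut at about 20% in these data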;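 also: 0% = DMSO wells and 100% = biotin wells as full block of FRET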
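System: GST-tagged NR2E3 plus biotinylated RetCOR corepressor; Buffer or medium: pH 7.5 Tris-based buffer; Probe or stimulus: RetCOR corepressor, biotinylated, 7 nM; Doses: compound at 4.8 µM, single dose; Schedule: 5 h incubation at 4 °C; Technique: time-resolved FRET; Evaluation: percent inhibition of TR-FRET ratio; Replication: one well per compound, singlicate testing.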
PDI turbidity: PDI (human) enzyme inhibition. P07237. PDI insulin aggregation turbidity, A650, 90 min. inhibition, % at 10 µM. actives 0.052% (n = 350,000);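 active = mean inhibition across replicates of 30% or more, whatever share of single replicates reach that level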;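 also: absorbance from insulin aggregation driven by PDI reduction with DTT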
Target sequence (P07237 whole entry, looked up): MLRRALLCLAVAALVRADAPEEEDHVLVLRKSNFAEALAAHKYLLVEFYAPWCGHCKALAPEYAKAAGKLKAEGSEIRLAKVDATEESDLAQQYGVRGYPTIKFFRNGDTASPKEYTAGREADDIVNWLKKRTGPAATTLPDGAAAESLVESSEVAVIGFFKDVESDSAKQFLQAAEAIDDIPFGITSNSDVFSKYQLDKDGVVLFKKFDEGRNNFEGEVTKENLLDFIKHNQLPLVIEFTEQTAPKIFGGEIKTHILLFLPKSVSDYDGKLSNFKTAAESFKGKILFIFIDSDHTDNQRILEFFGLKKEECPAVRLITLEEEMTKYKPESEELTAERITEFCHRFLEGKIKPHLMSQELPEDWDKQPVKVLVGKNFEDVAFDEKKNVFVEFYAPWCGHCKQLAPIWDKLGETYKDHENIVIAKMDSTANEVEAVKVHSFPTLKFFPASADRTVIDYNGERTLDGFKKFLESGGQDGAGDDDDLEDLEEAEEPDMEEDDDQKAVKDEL
iPSC survival up: enhancers of human iPSC single-cell survival | hiPSC single-cell survival, ATPlite luminescence; 100% = ROCK inhibitor wells, 0% = DMSO | survival enhancement, % at 20 µM | actives 0.044% (n = 360,000) | AID 602274; in the data active = survival enhancement above about 18%;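 also: cells exposed to compounds for 16 hours before the ATP read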
aDG glyco up: alpha-DG glycosylation activation; Pro5-aDG cells, alpha-DG glycosylation AlphaScreen (IIH6); 0% Pro5, 100% B10-LARGE cell signal; activation, % at 10 µM; actives 0.22% (n = 360,000);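 active = activation of at least 8% versus controls, or a plate z-score of at least 8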;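 also: Pro5 are CHO cells carrying HIG-tagged alpha-DG that lacks glycosylation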
CaV13 ICDI inh: Primary screen for inhibitors of IQ motif and Ca2+-dependent inactivation inhibitor domain binding in CACNA1D, Förster resonance energy transfer in living cells, …. HEK cells, CFP/YFP FRET ICDI-IQ, plate reader, 10 min; percent FRET-ratio fall versus neutral wells. inhibition, % at 12.3 µM. actives 0.098% (n = 340,000);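 active = mean replicate inhibition of at least 30% and at least 1% of replicates passing that level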;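 also: 0% = median of the neutral control wells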
Peg3 prom inh: reduces Peg3 promoter-driven luciferase expression in HeLa | HeLa PEG-Prom luciferase reporter, luminescence, overnight | inhibition, % at 20 µM | actives 1.7% (n = 360,000);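 active = inhibition of at least 50% at 20 µM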
The depositor's hits bear a star.

A first look:
What do the screens show for `COC1CCN(Cc2c(C(=O)N3C[C@@H](C)O[C@@H](C)C3)nc3ccc(Cl)cn23)CC1`?
HIF-2a block: 2; TRPM1 prom inh: 2; NR2E3 ag-1: 8; Vif imaging: 6; Exocytosis inh: 0; NR2E3 ag-2: -4; PDI turbidity: 5; iPSC survival up: 0.2; aDG glyco up: 1.0; CaV13 ICDI inh: -6; Peg3 prom inh: 4

What do the screens show for `COc1ccc(S(=O)(=O)Oc2ccc3ccccc3c2)cc1`?
HIF-2a block: -216; TRPM1 prom inh: -43; NR2E3 ag-1: -88; Vif imaging: -2; Exocytosis inh: -4; NR2E3 ag-2: -6; PDI turbidity: 1; iPSC survival up: -0.6; aDG glyco up: -0.1; CaV13 ICDI inh: -3; Peg3 prom inh: -77

The list itself, from the start:
What do the screens show for `COC1CCN(Cc2c(C(=O)N3C[C@@H](C)O[C@@H](C)C3)nc3ccc(Cl)cn23)CC1`?
HIF-2a block: 2; TRPM1 prom inh: 2; NR2E3 ag-1: 8; Vif imaging: 6; Exocytosis inh: 0; NR2E3 ag-2: -4; PDI turbidity: 5; iPSC survival up: 0.2; aDG glyco up: 1.0; CaV13 ICDI inh: -6; Peg3 prom inh: 4

What do the screens show for `COc1ccc(S(=O)(=O)Oc2ccc3ccccc3c2)cc1`?
HIF-2a block: -216; TRPM1 prom inh: -43; NR2E3 ag-1: -88; Vif imaging: -2; Exocytosis inh: -4; NR2E3 ag-2: -6; PDI turbidity: 1; iPSC survival up: -0.6; aDG glyco up: -0.1; CaV13 ICDI inh: -3; Peg3 prom inh: -77

Results for CC(C)NC(=O)CCCn1cc([N+](=O)[O-])cn1 ?
HIF-2a block: 20; TRPM1 prom inh: 3; NR2E3 ag-1: 2; Vif imaging: 19; Exocytosis inh: -4; NR2E3 ag-2: -1; PDI turbidity: -1; iPSC survival up: -0.2; aDG glyco up: -0.1; CaV13 ICDI inh: -10; Peg3 prom inh: 5

What do the screens show for `COc1ccc(S(=O)(=O)N2CCN(Cc3cccc(F)c3)CC2)cc1`?
HIF-2a block: 6; TRPM1 prom inh: 5; NR2E3 ag-1: -13; Vif imaging: -10; Exocytosis inh: -7; NR2E3 ag-2: 2; PDI turbidity: 0; iPSC survival up: -0.1; aDG glyco up: 0.2; CaV13 ICDI inh: -4; Peg3 prom inh: 6

Results for Cc1occc1-c1nnc(SCC(=O)NC2(C#N)CCCC2)n1C ?
HIF-2a block: 5; TRPM1 prom inh: 0; NR2E3 ag-1: -4; Vif imaging: 14; Exocytosis inh: 2; PDI turbidity: 0; iPSC survival up: -0.4; aDG glyco up: 0.1; CaV13 ICDI inh: -4; Peg3 prom inh: 5

How did CCN(Cc1ccccc1)C(=O)c1ccc(N(C)S(=O)(=O)c2ccc(C)cc2)cc1 do in these assays?
HIF-2a block: 7; TRPM1 prom inh: 6; NR2E3 ag-1: 10; Vif imaging: -14; Exocytosis inh: -7; NR2E3 ag-2: -3; PDI turbidity: 2; iPSC survival up: -0.4; aDG glyco up: -0.2; CaV13 ICDI inh: -12; Peg3 prom inh: 20

What do the screens show for `CC(=O)N1CCN(CC(=O)Nc2cccc(S(=O)(=O)N3CCCCC3)c2)CC1`?
HIF-2a block: 9; TRPM1 prom inh: 0; NR2E3 ag-1: 10; Vif imaging: 5; Exocytosis inh: 1; PDI turbidity: 5; iPSC survival up: 0.5; aDG glyco up: -0.3; CaV13 ICDI inh: -15; Peg3 prom inh: 1

What do the screens show for `CN(CC(=O)Nc1ccccc1Br)C(=O)c1ccccc1Sc1ccccc1C#N`?
HIF-2a block: -2; TRPM1 prom inh: 12; NR2E3 ag-1: -1; Vif imaging: -18; Exocytosis inh: 6; PDI turbidity: -5; iPSC survival up: 3.8; aDG glyco up: 0.0; CaV13 ICDI inh: -16; Peg3 prom inh: 23

How did O=C(NC(=S)Nc1cccc(O)c1)c1ccco1 do in these assays?
HIF-2a block: -253; TRPM1 prom inh: -66; NR2E3 ag-1: -80; Vif imaging: -2; Exocytosis inh: 3; NR2E3 ag-2: 1; PDI turbidity: -8; iPSC survival up: 0.4; aDG glyco up: 0.0; CaV13 ICDI inh: -15; Peg3 prom inh: -237

Results for COc1ccc(NC(=O)CSc2nncs2)cc1S(N)(=O)=O ?
HIF-2a block: 9; TRPM1 prom inh: -7; NR2E3 ag-1: -34; Vif imaging: -22; Exocytosis inh: 0; NR2E3 ag-2: 0; PDI turbidity: 1; iPSC survival up: 0.6; aDG glyco up: 0.2; CaV13 ICDI inh: -2; Peg3 prom inh: -6

How did COc1ccc(S(=O)(=O)NCCc2c[nH]c3ccc(Cl)cc23)cc1 do in these assays?
HIF-2a block: 13; TRPM1 prom inh: -4; NR2E3 ag-1: -9; Vif imaging: -10; Exocytosis inh: 5; NR2E3 ag-2: 3; PDI turbidity: -5; iPSC survival up: -0.4; aDG glyco up: 0.1; CaV13 ICDI inh: 11; Peg3 prom inh: 12

What do the screens show for `COc1ccc(C(=O)C2CCCN(C(=O)/C=C/c3cnc[nH]3)C2)c(C)c1` (stereo unspecified)?
HIF-2a block: 12; TRPM1 prom inh: -10; NR2E3 ag-1: 3; Exocytosis inh: 4; NR2E3 ag-2: 4; PDI turbidity: -6; iPSC survival up: -0.2; aDG glyco up: -0.2; CaV13 ICDI inh: -3; Peg3 prom inh: 10

Results for COc1ccccc1C(=O)Nc1ccc(S(=O)(=O)Nc2cc(C)on2)cc1 ?
HIF-2a block: -1; TRPM1 prom inh: 6; NR2E3 ag-1: -10; Vif imaging: 10; Exocytosis inh: -2; NR2E3 ag-2: 2; PDI turbidity: 4; iPSC survival up: 5.6; aDG glyco up: -0.3; Peg3 prom inh: 19

How did S=C(NCC1CCCO1)Nc1cccc2ccccc12 (stereo unspecified) do in these assays?
HIF-2a block: -131; TRPM1 prom inh: -12; NR2E3 ag-1: -17; Vif imaging: 7; Exocytosis inh: -2; NR2E3 ag-2: 2; PDI turbidity: 9; iPSC survival up: -0.9; aDG glyco up: 0.3; CaV13 ICDI inh: 8; Peg3 prom inh: -13

How did C=CCn1c(SCC(=O)Nc2ccccc2OC)nc(O)c(CC)c1=O do in these assays?
HIF-2a block: 15; TRPM1 prom inh: -5; NR2E3 ag-1: -14; Vif imaging: 12; Exocytosis inh: -3; NR2E3 ag-2: 0; PDI turbidity: -6; iPSC survival up: 2.9; aDG glyco up: -0.2; CaV13 ICDI inh: -11; Peg3 prom inh: 9

Results for COc1ccc(NC(=O)c2sc(NC(=O)COc3ccccc3)nc2C)cc1 ?
HIF-2a block: -88; TRPM1 prom inh: 0; NR2E3 ag-1: -56; Vif imaging: 2; Exocytosis inh: -1; NR2E3 ag-2: 2; PDI turbidity: 5; iPSC survival up: -0.9; aDG glyco up: 0.1; Peg3 prom inh: -38

How did Cc1ccc(C(=O)O/N=C(\N)c2ccccn2)cc1C do in these assays?
HIF-2a block: -6; TRPM1 prom inh: 52; NR2E3 ag-1: -16; Vif imaging: -7; Exocytosis inh: -12; NR2E3 ag-2: 4; PDI turbidity: 8; iPSC survival up: -0.8; aDG glyco up: -0.1; CaV13 ICDI inh: -22; Peg3 prom inh: 76*

What do the screens show for `COc1ccc2cc(C=O)n(C)c2c1`?
HIF-2a block: 17; TRPM1 prom inh: -1; NR2E3 ag-1: -32; Vif imaging: -9; Exocytosis inh: 8; NR2E3 ag-2: 2; PDI turbidity: 1; iPSC survival up: -0.7; aDG glyco up: -0.3; CaV13 ICDI inh: -7; Peg3 prom inh: -2

How did Cc1cc(C)c(C)c(S(=O)(=O)N2CCN(C(=O)C3CCC3)CC2)c1C do in these assays?
HIF-2a block: 4; TRPM1 prom inh: -5; NR2E3 ag-1: -2; Vif imaging: -6; Exocytosis inh: -1; NR2E3 ag-2: -2; PDI turbidity: -1; iPSC survival up: -0.1; aDG glyco up: 0.4; Peg3 prom inh: 18

How did Cc1ccc(-n2nc3c(c2NC(=O)/C=C\c2ccc4c(c2)OCO4)CSC3)cc1 do in these assays?
HIF-2a block: 0; TRPM1 prom inh: 3; NR2E3 ag-1: -17; Exocytosis inh: -3; NR2E3 ag-2: 4; PDI turbidity: -2; iPSC survival up: -0.2; aDG glyco up: 0.9; CaV13 ICDI inh: -7; Peg3 prom inh: 1

Two entries picked at random from those above, as already listed:
Results for CC(C)NC(=O)CCCn1cc([N+](=O)[O-])cn1 ?
HIF-2a block: 20; TRPM1 prom inh: 3; NR2E3 ag-1: 2; Vif imaging: 19; Exocytosis inh: -4; NR2E3 ag-2: -1; PDI turbidity: -1; iPSC survival up: -0.2; aDG glyco up: -0.1; CaV13 ICDI inh: -10; Peg3 prom inh: 5

What do the screens show for `CC(=O)N1CCN(CC(=O)Nc2cccc(S(=O)(=O)N3CCCCC3)c2)CC1`?
HIF-2a block: 9; TRPM1 prom inh: 0; NR2E3 ag-1: 10; Vif imaging: 5; Exocytosis inh: 1; PDI turbidity: 5; iPSC survival up: 0.5; aDG glyco up: -0.3; CaV13 ICDI inh: -15; Peg3 prom inh: 1

Next part
What do the screens show for `COc1cc(-c2nc(-c3ccccn3)no2)cc(OC)c1OC`?
HIF-2a block: -160; TRPM1 prom inh: -65; NR2E3 ag-1: -63; Vif imaging: 27; Exocytosis inh: 1; NR2E3 ag-2: 6; PDI turbidity: 6; iPSC survival up: -0.2; aDG glyco up: -0.1; Peg3 prom inh: -220

What do the screens show for `CC(C)n1nnnc1C1c2ccccc2C(=O)N1CCc1ccccc1F` (stereo unspecified)?
HIF-2a block: -187; NR2E3 ag-1: -98; Exocytosis inh: 0; iPSC survival up: 1.0; aDG glyco up: -0.2; CaV13 ICDI inh: -7

What do the screens show for `CCn1ncc(C2=NOC(C(=O)Nc3cc(OC)c(Cl)cc3OC)C2)c1C` (stereo unspecified)?
HIF-2a block: 9; TRPM1 prom inh: 4; NR2E3 ag-1: -4; Vif imaging: -16; Exocytosis inh: 0; NR2E3 ag-2: 3; PDI turbidity: -8; iPSC survival up: -0.9; aDG glyco up: 1.1; CaV13 ICDI inh: -7; Peg3 prom inh: 7

How did O=C(Nc1ncccn1)c1ccc([N+](=O)[O-])o1 do in these assays?
HIF-2a block: -16; TRPM1 prom inh: 29; NR2E3 ag-1: 26; Vif imaging: 14; Exocytosis inh: 1; NR2E3 ag-2: 2; PDI turbidity: 0; iPSC survival up: -0.8; aDG glyco up: 0.2; CaV13 ICDI inh: -7; Peg3 prom inh: 5

How did COc1cc(NC(=O)c2cccs2)c(OC)cc1NC(=O)CCn1nnc2ccccc21 do in these assays?
HIF-2a block: -19; TRPM1 prom inh: -1; NR2E3 ag-1: -10; Vif imaging: -5; Exocytosis inh: -2; NR2E3 ag-2: -3; PDI turbidity: 0; iPSC survival up: 0.0; aDG glyco up: 0.1; Peg3 prom inh: 1

Results for CCOC(=O)C1CCCN(C2CC(=O)N(c3ccc(C)cc3)C2=O)C1 (stereo unspecified) ?
HIF-2a block: 4; TRPM1 prom inh: -3; NR2E3 ag-1: 9; Vif imaging: -5; Exocytosis inh: 0; NR2E3 ag-2: 4; PDI turbidity: 6; iPSC survival up: 6.0; aDG glyco up: 0.0; CaV13 ICDI inh: -8; Peg3 prom inh: 5
